Tau FP inhib: qHTS for Inhibitors of Tau Fibril Formation, Fluorescence Polarization; K18 P301L tau heparin fibrillization, Alexa594 FP, 6 h; Potency, µM (doses to about 57.7 µM), inactives show top-dose activity, negative = inhibition, usual class: inhibitors; 0.39% of 280,000 active; AID 1468, 2008; note: % is set by controls: 0 for no effect and ±100 for the full control effect; nearly all actives have a fitted effect of over 55% in size
Target sequence (P10636 561-689 P618L limits assumed): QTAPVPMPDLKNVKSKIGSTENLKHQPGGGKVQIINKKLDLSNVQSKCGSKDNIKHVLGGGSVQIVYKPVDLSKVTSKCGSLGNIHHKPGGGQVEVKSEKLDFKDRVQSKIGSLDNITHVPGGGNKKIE
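Recombinant K18 P301L […], labeled with Alexa 594 at 0.24 uM over 15 uM unlabeled; heparin inducer 20 uM final; 37 C, 6 hr; FP endpoint.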
HTT ATP protect: qHTS Multiplex Assay to Identify Dual Action Probes in a Cell Model of Huntington: Cytoprotection (ATP); AID 1471, 2008; PC12 HTT-Q103 induced, cytoprotection, ATP luminescence, 40 h; 0.14% of 230,000 active; Potency, µM (doses to about 56.4 µM), for inactives: cytoprotection (ATP increase), hits mostly activators;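 note: % of control where 0% means no effect; nearly all actives have a fitted effect of over 45% in size; toxic huntingtin expression switched on by the ecdysone agonist tebufenozide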
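ATP quantification (ATPlite) reports survival of PC12 cells in which tebufenozide, 100 nM final, switches on Htt exon 1 with 103 glutamines linked to GFP; compounds are titrated.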
GAA inh: qHTS Assay for Inhibitors of Human alpha-Glucosidase as a Potential Chaperone Treatment of Pompe Disease; purified human GAA, 4-MU-alpha-glucoside fluorescence; Potency, µM (top dose mostly 76.9 µM), for inactives: top-dose activity change, negative = inhibition, usual class: inhibitors; 0.005% of 200,000 active;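 note: plate controls were uninhibited enzyme wells for no effect and no-enzyme background for full effect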
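Enzyme (4 nM final) mixed with compound (up to 77 uM), then 4-MU-alpha-D-pyranoside (400 uM final) added; 20 min at room temperature, pH 5.0. Reaction stopped at pH 10, fluorescence read, AC50 derived by Hill fit.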
GAA glycogen: qHTS Assay for Inhibitors and Activators of Human alpha-Glucosidase Cleavage of Glycogen | 0.38% of 300,000 active | recombinant GAA, glycogen substrate, Amplex Red glucose oxidase fluorescence | AID 2100, 2009 | Lysosomal alpha-glucosidase (Homo sapiens), P10253 | Potency, µM (top dose mostly 76.4 µM), inactives show at the highest dose activity change, negative = inhibition, usual class: inhibitors;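 note: 0% = full enzyme reaction and -100% = no-enzyme basal signal; the screen sought inhibitors and activators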
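Natural-substrate format: glycogen cleavage by 4 nM human enzyme, glucose read by Amplex Red coupling (Ex 573, Em 610 nm). Normalized to enzyme and no-enzyme controls.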
Tau ThT inhib: qHTS for Inhibitors of Tau Fibril Formation, Thioflavin T Binding; recombinant tau K18 P301L, heparin-induced fibrillization, ThT fluorescence; Potency, µM (series often up to 57.4 µM), inactives show at the highest dose activity, negative = inhibition, usual class: inhibitors; 2.1% of 270,000 active; AID 1460, 2008; note: % is set by controls: 0 for no effect and ±100 for the full control effect; nearly all actives have a fitted effect of over 55% in size
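Aggregation was driven by heparin (20 uM final) acting on recombinant tau […] bearing P301L in 100 mM sodium acetate pH 7; fibrils were detected with Thioflavin T.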
GLA spleen mod: qHTS Assay for Inhibitors and Activators of Human alpha-Galactosidase From Spleen Homogenate; human spleen homogenate, 4MU-alpha-Gal fluorescence, 40 min; Potency, µM (series often up to 80 µM), inactives show at the highest dose activity change, negative = inhibition, usual class: inhibitors; Alpha-galactosidase A (Homo sapiens), P06280; 0.008% of 240,000 active;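 note: 0% = enzyme with vehicle and -100% = no enzyme basal signal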
Target sequence (P06280 32-429 limits assumed): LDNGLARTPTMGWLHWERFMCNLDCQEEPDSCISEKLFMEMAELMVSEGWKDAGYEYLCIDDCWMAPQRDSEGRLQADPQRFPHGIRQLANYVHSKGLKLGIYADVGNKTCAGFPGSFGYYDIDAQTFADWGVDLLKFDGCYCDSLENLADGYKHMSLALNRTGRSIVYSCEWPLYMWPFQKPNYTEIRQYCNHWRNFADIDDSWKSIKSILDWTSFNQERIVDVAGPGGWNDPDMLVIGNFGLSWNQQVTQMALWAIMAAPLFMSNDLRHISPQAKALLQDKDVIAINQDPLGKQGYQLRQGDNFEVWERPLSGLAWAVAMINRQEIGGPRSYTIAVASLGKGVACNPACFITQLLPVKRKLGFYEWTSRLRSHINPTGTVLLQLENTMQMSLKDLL
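Fluorogenic readout (Ex 365/Em 440 nm) of 4-methylumbelliferone released from 1 mM 4-MU-alpha-galactoside by spleen homogenate, 40 min at 37C, pH 5.0. Data normalized to no-enzyme and enzyme controls; Hill-equation AC50 from compound titrations.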
aGlu spleen mod: qHTS Assay for Inhibitors and Activators of Human alpha-Glucosidase From Spleen Homogenate. human spleen homogenate, 4-MU-alpha-glucoside fluorescence. Potency, µM (doses to about 79.9 µM), for inactives: top-dose activity change, negative = inhibition, actives largely listed as inhibitors. Lysosomal alpha-glucosidase (Homo sapiens), P10253. 0.006% of 240,000 active;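 note: 0% = enzyme with vehicle and -100% = no enzyme basal signal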
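Human spleen homogenate (1 ug) incubated with compounds and 1 mM 4-methylumbelliferyl-alpha-D-glucopyranoside in pH 5.0 citrate/phosphate buffer, 37 C, 40 min. Stopped at pH 10; 4-MU fluorescence (Ex 365/Em 440 nm); AC50 by Hill fit.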
Tau fluor counter: Counterscreen qHTS for Inhibitors of Tau Fibril Formation, Fluorescence Polarization. Potency, µM (doses to about 57.7 µM), for inactives: at the top dose activity change, negative = decrease. tau K18 P301L Alexa594 fluorescence, heparin fibrillization. 0.93% of 280,000 active; note: % is set by controls: 0 for no effect and ±100 for the full control effect; nearly all actives have a fitted effect of over 55% in size
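Human tau K18 P301L (15 uM unlabeled, 0.24 uM Alexa 594-labeled) in 100 mM sodium acetate pH 7 with 20 uM heparin, 6 hr at 37 C. ThT 30 uM added, 1 hr ambient; Alexa 594 FP and total fluorescence read at 555/632 nm.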
* = called active by the depositor; ? = inconclusive; nt = not tested or not shown; [ ] = dose if it differs, or a comment. Calls come from the whole dose curve; as a rule, active = well fitted curve in the direction sought with a large enough effect; inconclusive = small, poorly fitted or top-dose-only effect, or another doubt; inactive = no such curve, though single readings can be large; an effect the other way counts as inactive or inconclusive. Potency is the fitted concentration of half-maximal effect.

SMILES | Tau FP inhib | HTT ATP protect | GAA inh | GAA glycogen | Tau ThT inhib | GLA spleen mod | aGlu spleen mod | Tau fluor counter
CCc1cccc(CC)c1NC(=O)CN1C2CCCC1CC(NC(=O)Nc1cccc(OC)c1)C2 (stereo not drawn) | -11% | -2%[10 µM] | nt | -22% | ? | 1% | 1% | ?
O=C(CCl)NCCCCCCCCCNC(=O)CCl | 5% | 8%[10 µM] | 4% | -17% | -7% | 6% | 4% | 1%
CCC(=O)NC(=S)Nc1ccc2oc(-c3ccc(OC)cc3)nc2c1 | 12% | -21% | 8% | 1% | 19% | -5% | -3% | 18%
CCc1ccc(NC(=O)Nc2nnc(N(C)C3CCCCC3)s2)cc1 | 1% | nt | nt | 1%[76.3 µM] | ? | nt | nt | -26%
COC(=O)CCCCCN1C(=O)NC(CC2CC2)C(C(=O)OCc2ccccc2)=C1C (stereo not drawn) | 11% | -31%[inhibitor] | nt | nt | -16% | 0% | -5% | -5%
COc1ccc(Cc2noc(CN(C)C3CC(C)(C)NC(C)(C)C3)n2)cc1OC | -3% | 13% | 2% | 8% | -1% | -3% | -3% | 0%
COc1ccc(-c2nc3c(c(=O)[nH]c(=O)n3Cc3ccccc3)n2Cc2ccccc2)cc1 | -4% | -87%[inhibitor] | ? | 7% | ? | -18% | -10% | -15%
CC(=O)Nc1ccc(-c2nnc(SCc3ccc(C)cc3)n2C)cc1 | -8% | -20% | -5% | 5% | -18% | -7% | -22% | -7%
CCCn1c(-c2nonc2N)nc2ccccc21 | 4% | 3%[10 µM] | -13% | 0% | -11% | 1% | -2% | -14%
Cc1ccc2nc(NCCc3ccc(Cl)cc3)c3nncn3c2c1 | ? | nt | nt | -9% | -15% | nt | nt | -21%
Cc1cc(=O)cc(C)n1-c1ccc(O)cc1 | 14% | -41%[inhibitor] | 6% | 3% | -9% | 1% | 2% | -5%
Cn1cccc1/C=N/n1c(-c2ccc(C(C)(C)C)cc2)n[nH]c1=S | 6% | -16% | -15% | ? | ? | -9% | -8% | -25%
O=C(/C=C/Nc1ccc([N+](=O)[O-])cc1)c1ccc(Br)cc1 | 9% | nt | -5% | -4% | ? | -5% | -3% | -26%
COCCn1c(C)cc(C(=O)COC(=O)/C=C/c2cccc(OC)c2)c1C | 5% | -31% | -13% | -15% | -13% | -1% | 1% | -14%
Cc1ccc(-c2nc3c(c(=O)c4ccccc4n3C)c(=O)n2-c2ccc(F)cc2)cc1 | -15% | -11%[10 µM] | nt | 1% | -18% | -3% | -3% | -8%
Cc1cc(C)nc(N(C#N)CC(=O)N2CCC(C(N)=O)CC2)n1 | -2% | -9%[10 µM] | 2% | -2% | 6% | -2% | -5% | -2%
CCCCNc1nc2c(-c3cccc(Br)c3)nnn2c2ccccc12 | -7% | nt | nt | 15%[76.3 µM] | 12% | nt | nt | -5%
N#Cc1ccc(CNc2cnccn2)cc1 | -1% | 2% | 0% | 14% | -7% | 3% | 2% | -1%
CCC(=O)Nc1cccc(C2=NOC3(C2)C[C@@H](C(N)=O)N(C(=O)c2cc([N+](=O)[O-])cc([N+](=O)[O-])c2)C3)c1 (stereo partly drawn) | -2% | -6%[10 µM] | nt | 0% | 7% | 3% | 0% | 3%
COC(=O)c1c(NC(=O)C2c3ccccc3Oc3ccccc32)sc(C)c1C | -4% | -12% | -2% | 1% | -6% | 0% | 5% | -14%
CCOC(=O)c1cnc2nc(C)[nH]n2c1=O | 3% | 5% | ? | 5% | 8% | 3% | -2% | 7%
Cc1cc(C(=O)NCc2cccs2)cs1 | 14% | 11%[10 µM] | 3% | 1% | 4% | -2% | -11% | 12%
CN1C(=O)c2ccccc2Sc2ccc(NC(=O)N3CCN(c4ccccc4F)CC3)cc21 | -8% | nt | nt | 17%[76.3 µM] | ? | nt | nt | -24%
CCC(C)NC(=O)C1CCN(C(=O)N(C)C)CC1 (stereo not drawn) | -1% | 13%[10 µM] | ? | 6% | -13% | 7% | -1% | -17%
COc1ccc(C(=O)Nc2ccc3oc(-c4cccc(F)c4)nc3c2)cc1OC | -16% | -6% | -2% | -9% | ? | -3% | 1% | -23%
CCc1cc2c(nc1CC)CCN(CC/C(C)=N/OC[C@@H](O)[C@@H]1O[C@@H]3OC(C)(C)O[C@@H]3[C@H]1O)C2 | 1%[11.6 µM] | -5%[10 µM] | nt | nt | -3%[11.5 µM] | -5%[17.5 µM] | -4%[17.4 µM] | 0%[11.6 µM]
O=C(CN(Cc1ccco1)C(=O)Cn1nnc(-c2ccc(F)cc2)n1)NC1CCCC1 | -3% | 15% | 0% | 0% | -3% | -3% | -19% | -8%
COc1ccc(NC(=O)CC2(Cc3ccccc3)CCOC(C)(C)C2)cc1 (stereo not drawn) | 4% | -6%[10 µM] | -4% | 7% | 2% | -3% | -3% | -16%
COc1ccc(C2=NCCc3cc(OC)c(OC)cc32)cc1OC | -3% | 10%[10 µM] | 3% | 4% | -6% | -1% | -4% | -3%
COC(=O)CC1=C(C(=O)OC)C(c2ccncc2)C(C#N)=C(N)O1 (stereo not drawn) | -13% | -2% | -1% | -1% | ? | 17% | 4% | -4%
Cc1oc(C(=O)O)cc1COc1ccc2c(C)cc(=O)oc2c1 | 5% | -15%[0.074 µM] | 2% | 1% | ? | -8% | 6% | 4%
O=C(C1CCCO1)N1CCN(C(=S)Nc2ccccc2)CC1 (stereo not drawn) | 3% | nt | 1% | -10% | -2% | 5% | 6% | 4%
Cc1ccc(C)c2c1c1ccccc1n2C | 2% | 9%[10 µM] | -3%[15.4 µM] | -2% | ? | 8% | -7% | -21%
O=C(O)CC(NCc1ccco1)C(=O)Nc1cccc(O)c1 (stereo not drawn) | -4% | 7%[10 µM] | nt | 5% | nt | -6% | -1% | 15%
Cc1ccc(Oc2c(C(N)=O)cc([N+](=O)[O-])cc2[N+](=O)[O-])cc1 | ? | nt | -6% | -1% | 8.9µM* | -6% | -14% | ?
NNC(=O)CSCc1nc(-c2ccccc2)cs1 | -5% | 28%[10 µM] | -4% | -12% | -7% | 3% | 10% | -3%
COc1cc(C(=O)NNC(=O)c2ccc(NC(C)=O)cc2)cc(OC)c1OC | ? | nt | -1% | 4% | -8% | 5% | 7% | -7%
NNC(=O)c1[nH]c2ccc(Cl)cc2c1-c1ccccc1 | 7% | -22%[10 µM] | -13% | -20% | -2% | -3% | -1% | -29%
CC(=O)Nc1ccc(-c2nnc3n(CC(C)C)c(=O)c4ccccc4n23)cc1 | 12% | nt | nt | -22%[76.3 µM] | -18% | nt | nt | ?
Cc1cc(C)n2nc(C(=O)NCCc3ccccc3)nc2n1 | 1% | 5% | 1% | -1% | -9% | 8% | -1% | -2%

Sorted by molecular weight (smallest number first): some entries from above
SMILES | Tau FP inhib | HTT ATP protect | GAA inh | GAA glycogen | Tau ThT inhib | GLA spleen mod | aGlu spleen mod | Tau fluor counter
Cc1ccc(C)c2c1c1ccccc1n2C | 2% | 9%[10 µM] | -3%[15.4 µM] | -2% | ? | 8% | -7% | -21%
NNC(=O)CSCc1nc(-c2ccccc2)cs1 | -5% | 28%[10 µM] | -4% | -12% | -7% | 3% | 10% | -3%
Cc1cc(C)n2nc(C(=O)NCCc3ccccc3)nc2n1 | 1% | 5% | 1% | -1% | -9% | 8% | -1% | -2%
O=C(C1CCCO1)N1CCN(C(=S)Nc2ccccc2)CC1 (stereo not drawn) | 3% | nt | 1% | -10% | -2% | 5% | 6% | 4%
CC(=O)Nc1ccc(-c2nnc3n(CC(C)C)c(=O)c4ccccc4n23)cc1 | 12% | nt | nt | -22%[76.3 µM] | -18% | nt | nt | ?
COc1cc(C(=O)NNC(=O)c2ccc(NC(C)=O)cc2)cc(OC)c1OC | ? | nt | -1% | 4% | -8% | 5% | 7% | -7%

Carrying on.
SMILES | Tau FP inhib | HTT ATP protect | GAA inh | GAA glycogen | Tau ThT inhib | GLA spleen mod | aGlu spleen mod | Tau fluor counter
O=c1cc(CN2CCN(c3ccccc3)CC2)c2c(ccc3ccccc32)o1 | 3% | -10% | -6% | -11% | ? | 5% | 3% | -25%
Cc1ccc(C2CC(=O)Nc3cc4c(cc32)OCCO4)cc1 (stereo not drawn) | 4% | nt | nt | -2%[76.3 µM] | -6% | nt | nt | -15%
COc1cccc(NC(=O)CSc2nc3c(c(-c4ccco4)c2C#N)CCCC3)c1 | 2% | ? | -3% | 4% | 5% | 4% | -5% | 2%
CCOC(=O)C1CCN(S(=O)(=O)Cc2ccccc2)CC1 | 1% | -2% | -8% | 1% | 11% | 2% | -5% | 7%
COCCCNC(=O)Cn1nc(-c2ccccc2OC)ccc1=O | 5% | 11% | 10% | 8% | -1% | 8% | 2% | -1%
Cc1cccc(C(=O)NCCc2n[nH]c(=S)n2C)c1 | 13% | nt | -2% | 10% | ? | -2% | -9% | 12%
CCNC(=O)C1CCCN1S(=O)(=O)c1ccc(OC)cc1 (stereo not drawn) | -9% | -24%[10 µM] | 2% | 10% | 0% | 5% | -1% | -3%
CCOc1ccc(C(C)=O)cc1N1C(=O)C2C3C=CC(O3)C2C1=O (stereo not drawn) | -1% | -87%[inhibitor] | -1% | 5% | ? | -1% | -4% | 7%
Cc1ccc2oc(=O)c3cc(C(=O)NCc4ccco4)sc3c2c1 | -5% | -21% | -2%[15.4 µM] | -5% | -5% | -7% | 4% | -6%
CC(C)=CCC/C(C)=C/CO/N=C1/C[C@@H](O)[C@@H](O)[C@@H]2[C@@H]3C(=O)N([C@@H](C)c4ccccc4)C(=O)[C@H]3CC[C@@H]12 | 2%[11.6 µM] | -17%[10 µM] | nt | nt | -12%[11.5 µM] | 3%[17.5 µM] | 1%[17.4 µM] | -8%[11.6 µM]

Assay outcomes (PubChem BioAssay)
